SRC3 inh: inhibitors of human steroid receptor coactivator 3 (SRC3); Q9Y6Q9; HEK293 GAL4-SRC3 luciferase reporter, luminescence; inhibition, % at 3.6 µM; 360,000 tested, 0.17% active;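 active = inhibition above a per-campaign cutoff, the mean of all compounds plus 3 SD, cut at about 60% in these data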;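 also: 0% = DMSO-treated cells and 100% = gossypol-treated cells at 36 µM; higher means less SRC3-driven luciferase light from the GAL4 reporter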
TLR9-MyD88 inh: TLR9-MyD88 interaction inhibition; Q9NR96+Q99836; CHO BLA complementation TLR9-MyD88, CCF4 FRET ratio; inhibition, % at 4.98 µM; 340,000 tested, 0.21% active;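 active = inhibition above the mean over all tested compounds plus 3 SD, cut at about 21% in these data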;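 also: 0% = DMSO only wells and 100% = clavulanate BLA inhibitor control wells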
NOD2 RIPK2 PPI: blocks binding of human NOD2 to RIPK2; O43353; CHO BLA complementation NOD2-RIPK2, CCF4 ratio; inhibition, % at 4.98 µM; 360,000 tested, 0.38% active; AID 624267; in the data active = inhibition above about 21%;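 also: 0% = vehicle only and 100% = reference blocker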
MC4R antagonist: human MC4R antagonism in cAMP assay. P32245. MC4R-expressing cells, MTII-stimulated cAMP, LANCE TR-FRET. inhibition, % at 6.5 µM. 360,000 tested, 0.48% active. AID 540295;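 active = inhibition above its plate's cutoff, the mean of tested wells on that plate plus 3 SD, cut at about 29% in these data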;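 also: 0% = Melanotan II alone and 100% = Melanotan II plus saturating MCL0020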
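Material: U2OS-MC4R stable cell line | Reagent: Melanotan II challenge after compound preincubation | Doses: One concentration, 6.5 µM nominal | Incubation: 30-min compound preincubation, 1-h Melanotan II challenge, 1-h detection, room temperature | Signal: TR-FRET cAMP assay | Replicates: One well per compound, no replicates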
COUP-TFII inh: NR2F2 (human) inhibition, primary screen; P24468; HEK293T NGFI-A luciferase reporter, luminescence; inhibition, % at 8.6 µM; 370,000 tested, 0.7% active; AID 686940;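 active = inhibition above a per-plate cutoff, mean inhibition of test wells between control levels plus 3 SD, cut at about 38% in these data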;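 also: cells cotransfected with COUP-TFII expression vector driving the NGFI-A reporter; 0% = median of COUP-TF2 test wells and 100% = reporter-only cells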
MC4R barr agon: activates human MC4R beta-arrestin recruitment | AID 540308 | 360,000 tested, 0.98% active | P32245 | activation, % at 8.9 µM | U2OS MC4R beta-arrestin complementation, luminescence; percent of melanotan II response, DMSO zero;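 active = activation above a per-plate cutoff, the mean activation of sample wells on that plate plus 3 SD, cut at about 8% in these data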
LMP1 NFkB inh: reduces LMP1-driven NF-kappaB luciferase signal. inhibition, % at 12.5 µM. LMP1-induced NF-kappaB luciferase reporter cells, luminescence. AID 504558. 350,000 tested, 0.69% active; in the data active = inhibition above about 41%;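 also: 0% = neutral control wells and 100% = reference inhibitor control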
NCOA1 inh: inhibitors of human steroid receptor coactivator 1 (SRC1); Q15788; HEK293 GAL4-SRC1 luciferase reporter, luminescence; inhibition, % at 3.6 µM; 360,000 tested, 0.12% active; AID 588354;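 active = inhibition above the campaign mean plus 3 SD, with each screening campaign given its own cutoff, cut at about 60% in these data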;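 also: 0% = DMSO treated cells and 100% = gossypol at 36 µM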
NR5A2 inv ag: suppresses constitutive activity of human LRH-1; O00482; HEK293T StAR-luciferase reporter, LRH-1 transfected, 24 h; inhibition, % at 3.6 µM; 360,000 tested, 0.13% active;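 active = inhibition above the mean inhibition of all tested compounds plus 3 SD, cut at about 73% in these data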;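 also: 0% = DMSO wells and 100% = reporter-only cells lacking LRH-1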
NCOA2 inhibitor: inhibits human steroid receptor coactivator 2 | Q15596 | HEK293 GAL4-SRC2 luciferase reporter, luminescence | inhibition, % at 9 µM | AID 651957 | 370,000 tested, 0.17% active;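 active = inhibition above the mean inhibition of all tested compounds plus 3 SD, set per campaign, cut at about 52% in these data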;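 also: 0% = DMSO treated cells and 100% = cells given Gossypol at 36 µM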
Target sequence (Q15596 whole entry, looked up, the tested form may be a part): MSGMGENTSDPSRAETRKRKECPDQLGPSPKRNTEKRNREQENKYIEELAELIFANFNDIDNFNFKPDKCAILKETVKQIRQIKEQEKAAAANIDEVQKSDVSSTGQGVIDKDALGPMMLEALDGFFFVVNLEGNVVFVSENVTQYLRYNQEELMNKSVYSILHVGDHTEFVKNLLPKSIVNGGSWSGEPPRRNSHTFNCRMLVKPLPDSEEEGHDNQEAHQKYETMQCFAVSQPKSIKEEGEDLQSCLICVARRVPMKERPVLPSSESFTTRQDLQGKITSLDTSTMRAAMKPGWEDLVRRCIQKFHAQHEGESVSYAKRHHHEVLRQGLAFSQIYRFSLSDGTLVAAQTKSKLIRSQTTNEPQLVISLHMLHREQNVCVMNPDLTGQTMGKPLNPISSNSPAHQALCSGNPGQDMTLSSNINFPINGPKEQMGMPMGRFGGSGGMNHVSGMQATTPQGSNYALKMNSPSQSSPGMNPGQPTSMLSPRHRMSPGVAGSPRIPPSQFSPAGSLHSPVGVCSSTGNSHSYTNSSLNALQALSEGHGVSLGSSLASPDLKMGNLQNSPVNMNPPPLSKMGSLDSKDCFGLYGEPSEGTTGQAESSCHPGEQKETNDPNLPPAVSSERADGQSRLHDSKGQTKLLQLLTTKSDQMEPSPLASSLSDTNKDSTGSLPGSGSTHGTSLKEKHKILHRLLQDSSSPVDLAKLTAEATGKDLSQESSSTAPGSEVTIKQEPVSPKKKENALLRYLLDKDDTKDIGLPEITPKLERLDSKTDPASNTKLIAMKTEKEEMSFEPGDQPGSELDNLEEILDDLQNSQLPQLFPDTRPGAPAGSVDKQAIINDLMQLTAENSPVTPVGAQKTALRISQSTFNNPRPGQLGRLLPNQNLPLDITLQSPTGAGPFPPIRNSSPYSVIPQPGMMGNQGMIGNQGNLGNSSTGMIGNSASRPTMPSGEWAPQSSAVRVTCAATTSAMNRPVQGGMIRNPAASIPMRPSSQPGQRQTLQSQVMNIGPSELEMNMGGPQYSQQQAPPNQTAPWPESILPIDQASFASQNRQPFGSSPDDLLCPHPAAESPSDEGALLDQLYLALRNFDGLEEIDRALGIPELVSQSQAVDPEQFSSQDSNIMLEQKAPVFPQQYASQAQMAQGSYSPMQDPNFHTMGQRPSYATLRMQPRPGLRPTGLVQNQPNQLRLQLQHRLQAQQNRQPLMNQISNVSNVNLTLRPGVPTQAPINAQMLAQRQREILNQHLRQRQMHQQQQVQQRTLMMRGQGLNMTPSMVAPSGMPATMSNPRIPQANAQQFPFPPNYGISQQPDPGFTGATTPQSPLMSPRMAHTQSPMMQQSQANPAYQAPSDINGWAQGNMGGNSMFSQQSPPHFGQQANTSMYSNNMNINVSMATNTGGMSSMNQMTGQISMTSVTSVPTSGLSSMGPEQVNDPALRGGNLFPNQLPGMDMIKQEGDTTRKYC
ABHD5-PLIN5 inh: blocks binding of human ABHD5 to perilipin-5. Split G. princeps luciferase complementation, luminescence, 4 h. 360,000 tested, 0.78% active. Q00G26+Q8WTS1. inhibition, % at 4 µM;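 active = inhibition above the mean inhibition across every tested compound plus 3 SD, cut at about 22% in these data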;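 also: 0% = DMSO only wells and the 100% control is not disclosed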
* hit, by the source's call; / = not tested or not shown.

SMILES | SRC3 inh | TLR9-MyD88 inh | NOD2 RIPK2 PPI | MC4R antagonist | COUP-TFII inh | MC4R barr agon | LMP1 NFkB inh | NCOA1 inh | NR5A2 inv ag | NCOA2 inhibitor | ABHD5-PLIN5 inh
COc1ccc(C(=O)CC(=O)C(=O)Nc2cccc([N+](=O)[O-])c2C)cc1 | -11 | 1 | -8 | 3 | -10 | 0.0 | 9 | -30 | -1 | 6 | -9
S=C(NCc1ccco1)Nc1cccc(Cl)c1Cl | -3 | / | 7 | 8 | 0 | -1.0 | / | -6 | -8 | 12 | -4
Cc1occc1C(=O)N1CCCC(CCC(=O)NCc2ccc(F)c(F)c2)C1 (stereo unspecified) | -64 | -2 | -4 | 7 | -5 | -0.5 | -6 | -15 | -12 | 13 | -1
O=C(COC(=O)c1cccc(NS(=O)(=O)c2ccc(F)c(F)c2)c1)NC(=O)NC1CCCCC1 | 0 | -10 | 1 | 11 | 0 | 6.0 | -3 | 11 | 9 | -14 | -9
c1ccc(-c2nnc(OCCN3CCOCC3)c3ccccc23)cc1 | -1 | 7 | -5 | 2 | 4 | 0.8 | 1 | -8 | 3 | -4 | 3
CCOC(=O)Cc1c(C)nc2c(-c3ccccc3OC)c(C)nn2c1C | 1 | -9 | -6 | 8 | 5 | -1.1 | -1 | -16 | -20 | 19 | -4
O=C1c2ccccc2C(=O)N1CCC(=O)N1CCc2ccccc21 | -1 | 11 | -7 | 0 | 10 | -0.4 | -10 | 0 | -4 | -39 | -1
O=C1CC(N2CCN(c3ccccc3)CC2)C(=O)N1c1ccc2c(c1)OCO2 (stereo unspecified) | 9 | 4 | -7 | 3 | -4 | -3.4 | -3 | -5 | -1 | 16 | 1
CCOC(=O)N1CCN(c2ccc(N3C(=O)CCCC3=O)cc2[N+](=O)[O-])CC1 | -12 | -4 | 8 | -1 | 5 | -2.7 | 0 | 0 | 9 | 8 | 1
Cc1nc(C(N)=O)c(N)n1CCc1ccccc1 | -10 | -9 | 3 | -2 | 1 | -2.0 | -1 | -29 | -7 | -4 | 3
Cc1ccnc(NC(=O)CNC(=O)c2ccco2)c1 | -5 | -10 | 1 | 5 | -6 | -1.8 | 1 | -10 | -21 | -26 | 3
NC(=NCCc1c[nH]c2ccccc12)NC(=O)c1ccc(Cl)cc1 | -4 | 6 | 9 | 6 | -3 | 6.1 | -9 | -27 | 4 | -5 | 13
COc1ccccc1OCCCC(=O)NCc1ccco1 | 5 | -8 | 2 | 17 | 10 | 0.0 | 1 | 0 | -13 | -25 | -3
Cc1cc(C)cc(NC(=O)C2CCCC2)c1 | 1 | 8 | -7 | -1 | -13 | -0.9 | 2 | -6 | 6 | 2 | 0
COc1cc(/C=C/C(=O)OCC(=O)NCCCc2ccccc2)cc(OC)c1OC | 7 | -10 | -7 | -3 | -34 | -0.4 | -2 | -2 | 9 | -8 | -7
COC(=O)c1cc(S(=O)(=O)N2CCN(c3ccccc3F)CC2)c[nH]1 | 7 | 9 | -14 | 1 | 15 | -0.1 | 8 | 14 | 6 | -11 | -4
O=C(NCc1ccccn1)c1ccc(OC2CCN(Cc3ccccc3)CC2)cc1 | 16 | 6 | -6 | -1 | 5 | -1.8 | 5 | 8 | 14 | 13 | 4
CCOc1ccc(CCNC(=O)c2sc3nc4n(c(=O)c3c2C)CCC4)cc1 | 10 | 5 | 4 | 14 | -3 | -3.1 | -3 | 0 | 0 | -9 | -4
Cc1noc(C)c1COc1ccc(C(=O)OCC(=O)Nc2ccc(S(N)(=O)=O)cc2)cc1 | -3 | 5 | -7 | 3 | 3 | -2.1 | 11 | -4 | -24 | 4 | -15
Cc1ccc(C2(c3ccccc3)NC(=O)N(CC(=O)N3CC(=O)Nc4ccccc43)C2=O)cc1C (stereo unspecified) | -3 | -2 | -2 | -4 | 4 | -3.1 | -5 | 12 | 7 | -38 | -11
CCC(Cc1ccccc1)NC(=O)CN1C(=O)CSc2ncccc21 (stereo unspecified) | 8 | -8 | -9 | -5 | 2 | -0.5 | -3 | 18 | 32 | -2 | -4
O=C(O)CNC(=O)/C=C/c1c(Cl)cccc1Cl | 5 | 0 | -10 | -7 | 4 | -2.8 | -9 | 5 | -3 | -4 | -6
CSc1ccccc1OCc1cc(C(=O)N2CCN(C3CCCC3)C(=O)C2)no1 | -30 | 3 | 3 | 12 | -12 | -3.3 | -10 | -21 | -41 | -10 | -2
COc1cc(/C=C/C(=O)O)cc(S(=O)(=O)NCCCO)c1OC | -1 | 7 | 6 | 0 | -11 | 1.5 | 6 | -1 | 12 | -39 | 11
O=C(O)CC1(CC(=O)Nc2ccc(Cl)cc2C(=O)c2ccccc2)CCCC1 | -1 | 14 | 3 | 4 | -6 | -2.5 | -5 | -1 | 2 | -9 | 1
CN1c2ccsc2/C(=N/NC(=O)c2c(F)cccc2F)CS1(=O)=O | 12 | 9 | -8 | -1 | 7 | -2.6 | -12 | 10 | 5 | 15 | 1
COc1ccc2c(C)cc(N3CCN(Cc4ccccc4)CC3)nc2c1 | 0 | -8 | 1 | 2 | -6 | 0.7 | 3 | 17 | 8 | 2 | 0
CCN1CCCC1CNC(=O)c1ccc2c(c1)NC(=O)/C(=C\c1ccccc1Cl)S2 (stereo unspecified) | -3 | -1 | -4 | -2 | 5 | -1.0 | -20 | 1 | -4 | -33 | 2
COc1ccc(-c2csc(NC(=O)CSc3nnnn3C)n2)cc1OC | 10 | 2 | -6 | -5 | 7 | -2.5 | -8 | -14 | 21 | 4 | 14
Cc1cc2cc3c(cc2nc1SCC(=O)N1CCCC1)OCCO3 | 1 | 8 | -4 | 18 | -7 | 0.0 | -12 | -9 | -8 | 1 | -4
O=C1CCCc2nc(N3CCN(Cc4ccccc4)CC3)ncc21 | -10 | -1 | -3 | 7 | -11 | -2.2 | 0 | -18 | 6 | -16 | -10
O=C(O)CCC(=O)N1CCc2cc(S(=O)(=O)NCc3ccc(Cl)cc3)ccc21 | -8 | 0 | -6 | -3 | -8 | -0.1 | 8 | -2 | 4 | 12 | 1
COc1ccccc1NC(=O)CSc1nnc(NC(=O)C2CCC2)s1 | -1 | -2 | -5 | -6 | -2 | 1.7 | -4 | -17 | -11 | -11 | -10
COc1ccc(CN2C(=O)/C(=C/c3ccncc3)SC2=S)cc1 | 19 | -10 | -8 | -4 | -2 | -0.7 | 12 | 16 | 7 | -4 | 5
Cc1ccc(S(=O)(=O)N2CCN(CC(=O)N/N=C/c3ccco3)CC2)cc1 | 6 | 7 | -5 | -6 | -5 | 0.7 | 3 | -1 | -11 | 16 | -1
COc1cccc(OCCn2ccnc2)c1 | 9 | -14 | -6 | 20 | 21 | 0.0 | 4 | 0 | -5 | 11 | 2
CCCc1cc(-c2n[nH]c(=S)n2CC)cs1 | -1 | 11 | -10 | -6 | -14 | -2.3 | -10 | -19 | -4 | -8 | -9
CN(C)S(=O)(=O)c1ccc(Cl)c(NC(=O)COC(=O)c2cc(-c3ccccc3)nc3ccccc23)c1 | 18 | -11 | -10 | 24 | -12 | -0.4 | 7 | -23 | -9 | 1 | 2
COc1cc(Br)cc(/C=C/c2ccc3cccc(O)c3n2)c1OC | -21 | -1 | 6 | 16 | -2 | -4.8 | 9 | -13 | -1 | -2 | -6
COC(=O)c1ccccc1COc1cccn2c(N(C)Cc3cccs3)c(C)nc12 | -15 | / | 9 | 10 | 16 | -0.2 | / | 3 | -23 | 0 | 10

Another view of five compounds above.
SRC3 inh	TLR9-MyD88 inh	NOD2 RIPK2 PPI	MC4R antagonist	COUP-TFII inh	MC4R barr agon	LMP1 NFkB inh	NCOA1 inh	NR5A2 inv ag	NCOA2 inhibitor	ABHD5-PLIN5 inh	compound
-3	/	7	8	0	-1.0	/	-6	-8	12	-4	S=C(NCc1ccco1)Nc1cccc(Cl)c1Cl
-64	-2	-4	7	-5	-0.5	-6	-15	-12	13	-1	Cc1occc1C(=O)N1CCCC(CCC(=O)NCc2ccc(F)c(F)c2)C1 (stereo unspecified)
0	-10	1	11	0	6.0	-3	11	9	-14	-9	O=C(COC(=O)c1cccc(NS(=O)(=O)c2ccc(F)c(F)c2)c1)NC(=O)NC1CCCCC1
-1	7	-5	2	4	0.8	1	-8	3	-4	3	c1ccc(-c2nnc(OCCN3CCOCC3)c3ccccc23)cc1
1	-9	-6	8	5	-1.1	-1	-16	-20	19	-4	CCOC(=O)Cc1c(C)nc2c(-c3ccccc3OC)c(C)nn2c1C

(continued)
SMILES | SRC3 inh | TLR9-MyD88 inh | NOD2 RIPK2 PPI | MC4R antagonist | COUP-TFII inh | MC4R barr agon | LMP1 NFkB inh | NCOA1 inh | NR5A2 inv ag | NCOA2 inhibitor | ABHD5-PLIN5 inh
COc1cccc(C(NC(C)=O)c2nc(-c3cccc4cccnc34)cs2)c1 (stereo unspecified) | 10 | / | -7 | 3 | -4 | -0.6 | / | -6 | 18 | -8 | -2
CN(C)CCCNc1nc(N)c([N+](=O)[O-])c(NCc2ccccc2)n1 | 2 | 8 | -5 | -3 | 9 | -2.2 | -11 | 3 | 9 | -11 | -2
COC(=O)c1cc2ccccc2c(-c2c(OC)c(C(=O)OC)cc3ccccc23)c1OC | 9 | -7 | -6 | 2 | 18 | 2.7 | 3 | -4 | 25 | 21 | 0
COc1cc(-c2nnc(COC(=O)c3ccc([N+](=O)[O-])o3)o2)cc(OC)c1OC | 7 | -24 | 2 | 4 | 7 | -0.5 | 2 | -6 | -12 | -11 | 3
COc1ccccc1N(CC(=O)N1CCN(Cc2ccccc2)CC1)S(=O)(=O)c1ccccc1 | 8 | -4 | 8 | 14 | -9 | 1.8 | 5 | 12 | 5 | 2 | -1
COC(=O)CCC(=O)c1oc2ccc(Cl)cc2c1NC(=O)CCCN1C(=O)c2ccccc2C1=O | -23 | -1 | -9 | 20 | -5 | -1.3 | 1 | 2 | 11 | -25 | -1
O=C(COC(=O)CNS(=O)(=O)c1ccc(F)c(F)c1F)NCCc1ccccc1 | 8 | -7 | 0 | 28 | -16 | -2.0 | -2 | -18 | 17 | -18 | -2
Cc1ccc(-c2csc(NC(=O)CSc3nc4ccccc4[nH]3)n2)cc1 | -5 | 4 | 0 | -6 | 7 | 1.2 | 15 | -4 | -33 | -19 | -5
Cc1ccc(-n2nc3c(c2NC(=O)C2CCCC2)CS(=O)(=O)C3)cc1 | 2 | -13 | 3 | 9 | -6 | 0.2 | 1 | 9 | 3 | -28 | -14

Screening data: PubChem BioAssay, several laboratories

An excerpt; count on the stated rates, not on these rows.
